TEAD-YAP inh – TEAD-YAP interaction inhibition. HEK-TIYL cells, TEAD-Gal4/YAP UAS-luciferase luminescence. inhibition, % at 9.12 µM. 1.4% of 640,000 active. AID 1259422; in the data active = inhibition above about 32%;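 note: 0% = median of test compound wells and 100% = reference inhibitor wells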
GPR151 ag – human GPR151 activation; PathHunter beta-arrestin GPR151 cells, luminescence; activation, % at 11.2 µM; 1% of 650,000 active; AID 1508602; in the data active = activation above about 4.9%;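 note: 0% = median of compound wells and 100% = cells with positive control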
Target sequence (Q8TDV0 whole entry, looked up): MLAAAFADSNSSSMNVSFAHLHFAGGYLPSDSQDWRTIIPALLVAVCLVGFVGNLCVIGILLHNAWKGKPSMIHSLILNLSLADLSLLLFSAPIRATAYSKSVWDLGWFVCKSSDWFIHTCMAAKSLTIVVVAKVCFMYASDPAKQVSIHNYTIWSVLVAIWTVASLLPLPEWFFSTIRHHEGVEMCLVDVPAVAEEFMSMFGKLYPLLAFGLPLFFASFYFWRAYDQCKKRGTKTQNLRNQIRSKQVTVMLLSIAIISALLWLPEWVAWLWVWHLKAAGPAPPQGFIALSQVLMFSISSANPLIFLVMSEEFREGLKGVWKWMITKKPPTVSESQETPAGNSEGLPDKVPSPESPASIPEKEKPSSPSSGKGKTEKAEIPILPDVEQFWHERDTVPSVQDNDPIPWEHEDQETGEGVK
MITF inh – human MITF inhibition, primary screen; inhibition, % at 2.6 µM; 0.91% of 650,000 active; AlphaScreen MITF homodimerization, bead proximity signal; in the data active = inhibition above about 50%;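 note: 0% = vehicle wells with protein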
Target sequence (O75030 whole entry, looked up): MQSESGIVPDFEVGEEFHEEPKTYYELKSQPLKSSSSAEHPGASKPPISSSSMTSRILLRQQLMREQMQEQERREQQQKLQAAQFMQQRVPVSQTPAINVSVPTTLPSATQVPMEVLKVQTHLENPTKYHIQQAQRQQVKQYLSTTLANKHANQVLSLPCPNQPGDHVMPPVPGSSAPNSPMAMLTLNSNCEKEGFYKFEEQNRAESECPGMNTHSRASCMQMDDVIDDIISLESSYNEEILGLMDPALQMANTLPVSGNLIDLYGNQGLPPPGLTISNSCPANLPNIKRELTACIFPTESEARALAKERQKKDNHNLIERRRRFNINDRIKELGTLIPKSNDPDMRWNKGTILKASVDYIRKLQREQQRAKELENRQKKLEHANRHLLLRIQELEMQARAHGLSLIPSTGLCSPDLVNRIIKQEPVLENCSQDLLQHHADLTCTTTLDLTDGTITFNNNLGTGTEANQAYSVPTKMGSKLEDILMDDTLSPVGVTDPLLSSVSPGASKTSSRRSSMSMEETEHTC
FBW7 act – activators of human E3 ligase FBW7 | AlphaScreen FBW7–phospho-cyclin E peptide binding, activator screen | normalized activity (activation), % at 26.1 µM | 0.13% of 650,000 active; in the data active = normalized activity above about 1.9%;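 note: purified mutant Fbw7 with reduced substrate affinity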
An asterisk follows results filed as active.

SMILES	MITF inh	TEAD-YAP inh	GPR151 ag	FBW7 act
COC(=O)CSc1nc2[nH]ncc2c(=O)[nH]1	0	-5	-1.0	0.1
CCOc1ccccc1NC(=O)CN1CCC(n2nnc3cc(C)ccc32)CC1	6	-5	2.1	0.0
COC(=O)c1ccc(CS(=O)(=O)c2c(Cl)cccc2Cl)o1	2	3	0.9	1.1
O=C(Nc1cccc(N2C(=O)C=CC2=O)c1)c1ccccc1	8	6	-1.9	-0.1
Cc1cccc(NC(=O)CS(=O)(=O)c2ccccc2)c1C	-17	-6	0.1	0.2
Clc1ccc(CNc2ncc(-c3cccs3)cn2)cc1	48	-10	2.3	0.1
O=C(CSc1nc(-c2ccc(Cl)cc2)cn1-c1ccccc1)Nc1ccccc1	15	2	0.3	0.1
CN(CC(=O)Nc1ccccc1Cl)C1CCCCC1	14	5	1.7	-0.2
CCc1ccc(NC(=O)c2cccc(Cl)c2)cc1	4	-39	-3.8	0.1
Cc1cccc(CN2CCN(Cc3cnn(C(C)C)c3)CC2CCO)n1 (configuration not stated)	-4	-2	1.7	-0.1
CC(NC(=O)C1CCOCC1)c1nnc2n1CCN(Cc1ccc(F)cc1)CC2 (configuration not stated)	-1	2	1.1	0.1
CC(OC(=O)CNC(=O)C1CCCCC1)C(N)=O (configuration not stated)	0	-2	-0.2	-0.2
O=C(O)c1cccc(NC(=O)c2cccc(S(=O)(=O)N3CCCC3)c2)c1	-9	-16	-9.1	-0.2
O=C(NCCc1ccccc1)c1cc([N+](=O)[O-])ccc1N1CCCCC1	17	-16	-1.5	0.2
CCn1c(-c2ccc(OC)cc2)csc1=Nc1ccc(C(=O)O)cc1	7	-81	-2.1	0.0
Cc1cc(C)c(C)c(C2=NON3N(C(=O)c4ccc(F)cc4)c4ccccc4N23)c1C	10	1	0.0	0.0
CCC(Nc1n[nH]c(=O)[nH]c1=O)C(=O)OC (configuration not stated)	4	12	-0.4	0.1
COc1ccc(NC(=O)CSc2nc(-c3ccccc3)c3ccccc3n2)c(OC)c1	20	6	-0.9	-0.1
COc1cc(OC)cc(C(=O)OCC(=O)NC2CC2)c1	-4	4	-0.2	0.1
COP(=O)(OC)c1nc(-c2ccco2)oc1NCc1ccccc1Cl	5	-8	-1.0	-0.2

Results in FBW7 act, TEAD-YAP inh and GPR151 ag, for some of the entries so far:
structure | FBW7 act | TEAD-YAP inh | GPR151 ag
O=C(O)c1cccc(NC(=O)c2cccc(S(=O)(=O)N3CCCC3)c2)c1 | -0.2 | -16 | -9.1
O=C(NCCc1ccccc1)c1cc([N+](=O)[O-])ccc1N1CCCCC1 | 0.2 | -16 | -1.5

Further structures
SMILES	MITF inh	TEAD-YAP inh	GPR151 ag	FBW7 act
CCOc1ccc2ccccc2c1C1=Nc2ccccc2-c2nnc(SC)nc2O1	3	-11	-1.5	0.0
CCc1ccc(Oc2coc3cc(OCC(=O)OCC(C)C)ccc3c2=O)cc1	3	3	0.5	-0.1
CC(C)c1ccc(NC(=O)c2ccc(F)c(S(=O)(=O)N3CCN(c4ccccc4)CC3)c2)cc1	-2	-6	-1.1	-0.1
CC(Cc1ccccc1)N=Cc1cc(-c2ccccc2)sc1O (configuration not stated)	15	-30	0.7	0.4
CN(c1ccc(N2C(=O)C3C4C=CC(C4)C3C2=O)cc1[N+](=O)[O-])C1CCCCC1 (configuration not stated)	-10	0	0.5	-0.2
COCc1cc(C)nc(SCC(=O)c2ccc(Cl)cc2)c1C#N	-9	-13	0.2	0.6
COc1ccccc1C(=O)N/C(=C/c1cccc([N+](=O)[O-])c1)C(=O)Nc1ccc(C(=O)O)cc1	19	1	-1.6	1.2
c1ccc(CSc2ncnc3sccc23)cc1	7	-13	0.9	0.1
CCOC(=O)c1sc2nc(SCc3ccc(Cl)cc3)n(CCc3ccccc3)c(=O)c2c1C	-8	1	-0.4	0.1
CCN(CC)CCCn1c2c(c(SCC(=O)Nc3ccc(Cl)c(Cl)c3)nc1=O)CCC2	4	4	0.6	0.0
COc1ccc(Cl)cc1C(=O)Oc1coc(CSc2nc(C)cs2)cc1=O	-4	2	-0.2	-0.2
C(=C\c1ccc2c(c1)OCCO2)/c1ccc2c(c1)OCCO2	19	97*	-10	1.3
O=C(CN1C(=O)C(c2ccc(F)cc2)=NC12CCCCC2)Nc1ccc(F)cc1	1	1	0.8	-0.3
CCOC(=O)c1sc2nc(CC(=O)OC)nc(Nc3ccc(OC)cc3OC)c2c1C	5	-2	-1.0	0.1
CCCOC(=O)c1ccc(NC(=O)c2ccccc2)cc1	-5	-50	-3.4	0.0
Cc1[nH]c2c(cc(C)c3nc(-c4ccccc4)cc(-c4ccccc4)c32)c1C	1	4	0.7	-0.1
CCSc1ncc(Cl)c(C(=O)Nc2nnc(CC)s2)n1	7	-7	-0.7	0.0
O=C(NCc1ccccc1)c1ccnc(Cl)c1	0	-7	-0.8	0.3
Cc1ccc(C(C(=O)NC2CCCC2)N(C(=O)c2csnn2)C2CCCC2)o1 (configuration not stated)	8	-2	0.0	0.0
O=C1CCCN1CCCNc1nc(NCc2cccc(C(F)(F)F)c2)c2ncn(CCN3CCCC3=O)c2n1	5	-1	0.7	-0.1

Four records drawn at random from those above:
SMILES	MITF inh	TEAD-YAP inh	GPR151 ag	FBW7 act
O=C1CCCN1CCCNc1nc(NCc2cccc(C(F)(F)F)c2)c2ncn(CCN3CCCC3=O)c2n1	5	-1	0.7	-0.1
Cc1[nH]c2c(cc(C)c3nc(-c4ccccc4)cc(-c4ccccc4)c32)c1C	1	4	0.7	-0.1
O=C(NCc1ccccc1)c1ccnc(Cl)c1	0	-7	-0.8	0.3
CCc1ccc(Oc2coc3cc(OCC(=O)OCC(C)C)ccc3c2=O)cc1	3	3	0.5	-0.1

Additional compounds follow:
SMILES	MITF inh	TEAD-YAP inh	GPR151 ag	FBW7 act
Cc1ccc(-c2nc3cc(C(C)C)ccc3o2)cc1NC(=O)c1cc2ccccc2o1	0	-7	-1.4	-0.1
CN(CC(O)COc1cc(Cl)ccc1Cl)S(=O)(=O)O (configuration not stated)	-2	15	0.1	-0.1
Cc1ccc(-c2cnn3c(N4CCC(O)CC4)ccnc23)cc1	9	-49	-0.8	0.1
CC(C)CCCC(C)C1CCC2C3CC=C4CC(OC(=O)Oc5ccc(F)cc5)CCC4(C)C3CCC12C (configuration not stated)	-2	-10	-0.5	0.0
COc1ccc(S(=O)(=O)NC(C)C(=O)O)cc1C (configuration not stated)	-8	-7	2.8	-0.1
CC1(C)C(=O)NCCN1C(=O)Cn1nc(C(c2ccccc2)c2ccccc2)oc1=O	3	-2	0.3	0.0
COP(=O)(OC)c1nc(-c2cccc3ccccc23)oc1N1CCCCC1	5	3	2.2	0.0
COc1ccc(N=Cc2cc([N+](=O)[O-])ccc2O)cc1OC	1	9	-0.7	0.0
COc1cc(CN2CCc3nnc(CCNC(=O)c4ccoc4)n3CC2)ccc1F	15	-6	0.3	0.0
COc1ccc2c(C)nc(N3CCC(C(=O)NC(C)CO)CC3)nc2c1 (configuration not stated)	-5	-27	-0.9	-0.1
c1cncc(CNc2cccc(-c3nc4ccccc4s3)c2)c1	4	-28	1.9	0.3
CCCCNC(=O)/C(C#N)=C/c1ccc(-c2ccc(S(=O)(=O)N3CCOCC3)cc2)o1	3	0	1.1	-0.1
COc1ccc(N2CCN(Cc3csc(C)c3C)CC2)cc1	14	-4	-0.1	-0.3
COc1ccc(OC)c(NC(=O)CSc2nc3ccccc3c(=O)n2Cc2ccco2)c1	-6	-9	-0.1	0.0
Cn1c(=O)n(C)c2cc(S(=O)(=O)NCCC(=O)O)ccc21	-4	9	-0.3	0.1
CN(CC1COCCO1)C1CCN(c2ccc(C(=O)NCc3ccccc3F)cc2)CC1 (configuration not stated)	-9	-6	-1.0	-0.6
COc1cc(C(O)c2nccn2C)ccc1OCc1ccccc1 (configuration not stated)	4	-9	-0.9	-0.3
CC(OC(=O)c1c(F)cccc1F)C(=O)Nc1ccc(Cl)cn1 (configuration not stated)	-4	0	0.1	-0.1
c1csc(-c2cn3c(n2)CCC3)c1	-7	-11	1.5	-0.1
COC(=O)C1=C(C)N(Cc2ccco2)C(=O)/C1=C\c1ccc2c(c1)OCO2	6	5	-1.2	0.2
O=C(N[C@H]1C[C@H]2C(=O)N3CCC[C@@H]3C(=O)N2C1)c1cccc2ccccc12	8	0	-2.4	0.0
O=S(=O)(Cc1ccccc1)N/N=C/c1ccc(Sc2nnnn2-c2ccccc2)o1	3	17	-0.9	-0.4
Cc1noc(C(=O)Nc2cccc(C(F)(F)F)c2)c1Cl	-8	-5	0.2	-0.2
COc1ccc(O)c(/C=N/NC(=S)Nc2cccc(C(=O)O)c2)c1	104*	6	-1.8	-0.8
Cc1cccc(CN2CCCN(c3nc(C)c4cc(C)c(C)cc4n3)CC2)n1	8	3	0.0	0.3
O=C(NCC1CCCO1)c1ccc(CN2CCC(O)(c3ccc(Cl)cc3)CC2)[nH]c1=O (configuration not stated)	-7	-3	-0.1	0.0
NC(=O)CSc1ncnc2ccccc12	9	5	-0.4	-0.1
CSCCCN1CCCC(c2[nH]ncc2-c2ccc(F)cc2)C1 (configuration not stated)	15	-4	-1.1	0.0
COc1cc(/C=N/NC(=O)NC2CCCCC2)ccc1O	14	-2	-1.3	0.2
O=C(Cc1ccccc1)NC(C(=O)O)C(O)c1ccccc1 (configuration not stated)	16	-9	-0.4	0.2
CCCN1C(=O)/C(=C/c2ccc(O)c(OCC)c2)NC1=S	9	-7	0.7	0.3
CCOC(=O)c1c[nH]c2c(F)ccc(F)c2c1=O	5	-36	0.1	0.1
CC(=O)NCCNC(=O)c1cc(Cl)cc(Cl)c1I	7	5	-0.4	0.1
CCCCC/C=C/C(=O)NC1CC1	1	-4	-0.1	0.1
CCOc1ccccc1/C=N\Nc1cnn(Cc2ccccc2)c(=O)c1Cl	9	2	0.1	-0.1
Cc1ccc(S(=O)(=O)N2CCc3ccccc3C2CC(=O)OCC(N)=O)cc1 (configuration not stated)	2	-6	0.2	-0.1
O=C(CC1CCCCN1S(=O)(=O)c1ccc(Cl)cc1)Nc1ccc(F)cc1F (configuration not stated)	-5	1	-0.3	0.0
C/C(N)=C(/C#N)C(=O)COC(=O)c1cc([N+](=O)[O-])ccc1NCc1ccccc1Cl	-10	4	1.6	0.1
CC(C)(C)C(=O)C[n+]1ccccc1	3	1	-0.2	0.0
N/C(=N\OC(=O)Cc1ccc(Cl)cc1)c1ccccc1	-13	-20	0.4	0.2
Cc1cc(Br)ccc1N1C(=O)Nc2ccccc2N1O	20	-2	-0.7	0.2
COc1ccc(-c2csc(NC(=O)c3ccc(S(=O)(=O)N(C)c4ccccc4)cc3)n2)cc1OC	22	18	-1.3	0.1
O=c1[nH]c(=S)[nH]c(O)c1C=Nc1ccc(S(=O)(=O)NCc2ccccc2)cc1	16	-3	0.8	0.2
COc1ccc(NC(=O)c2sc3nc4c(cc3c2N)CCC4)cc1	-11	-68	-1.2	-0.1
COc1ccccc1C1C(C#N)=C(N)N(N2CCOCC2)C2=C1C(=O)CC(C)(C)C2 (configuration not stated)	-5	-18	0.9	0.4
N#Cc1cc(-c2ccc(Cl)cc2)oc1N	3	-41	-1.2	0.0
CCC1CC(c2nc3ccccc3s2)=C(N)O1 (configuration not stated)	-1	7	1.2	0.1
Cc1ccc(NC(=O)CN2CCCc3ccccc32)cc1	20	4	-2.1	0.0
CCOC(=O)c1cc2c(ccn2C)n1CC(=O)N(CC)CC	-4	13	2.7	0.0
O=C1CCCN1CCn1cnc2c(NC3CC3)nc(-c3csc4ccccc34)nc21	-5	10	-1.0	0.0
O=[N+]([O-])c1ccc(N/N=C/c2ccc(O)c(O)c2)cc1	11	-81	-0.9	-0.3
CCCCN(CC)C(=O)c1nn(-c2cc(OC)cc(OC)c2)c(=O)c2ccccc12	15	6	0.2	0.0
Cc1ccc(C)c(CN2CCN(c3nc4c(c(=O)[nH]c(=O)n4C)n3Cc3cccc(Cl)c3)CC2)c1	2	1	1.3	0.3
S=C(NCC(c1cccnc1)N1CCOCC1)Nc1ccc(Cl)cc1 (configuration not stated)	-2	7	0.1	0.0
O=C(COc1ccc(Cl)cc1Cl)OCc1ccco1	-7	19	6.5*	0.0
COc1ccc(CN2CC(O)=C(c3nc4ccccc4s3)C2=N)cc1OC	9	1	0.2	0.2
NC(=O)C1CCN(S(=O)(=O)c2ccc(Cl)cc2)CC1	27	-1	1.3	1.2

Assay outcomes deposited in PubChem BioAssay by The Scripps Research Institute Molecular Screening Center.
